Bioassay records as filed in PubChem.
hcGAS lum = inhibitors of human cGAS; Q8N884; recombinant h-cGAS, ATP depletion, Kinase-Glo luminescence; inhibition, % at 12.5 µM; 290,000 compounds, 0.081% hits; AID 1259398;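 further: 0% = vehicle reaction and 100% = reaction without DNA for no activity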
Target sequence (Q8N884 whole entry, looked up): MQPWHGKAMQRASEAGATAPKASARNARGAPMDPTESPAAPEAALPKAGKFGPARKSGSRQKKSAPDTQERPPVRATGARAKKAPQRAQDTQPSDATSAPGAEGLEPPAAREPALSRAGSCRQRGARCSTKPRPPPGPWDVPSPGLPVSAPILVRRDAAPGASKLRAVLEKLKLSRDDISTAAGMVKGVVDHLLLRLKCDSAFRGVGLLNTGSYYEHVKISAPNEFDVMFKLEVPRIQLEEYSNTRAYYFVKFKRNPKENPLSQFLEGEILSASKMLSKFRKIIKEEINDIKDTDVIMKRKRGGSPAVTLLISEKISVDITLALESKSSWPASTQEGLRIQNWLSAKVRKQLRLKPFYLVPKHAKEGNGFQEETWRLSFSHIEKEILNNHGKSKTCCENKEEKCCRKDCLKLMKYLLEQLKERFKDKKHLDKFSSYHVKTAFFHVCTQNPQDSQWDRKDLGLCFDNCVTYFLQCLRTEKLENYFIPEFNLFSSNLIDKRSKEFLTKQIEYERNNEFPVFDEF
mcGAS lum = mouse cGAS inhibition by luminescence; AID 1259399; recombinant cGAS, Kinase-Glo ATP depletion luminescence; 160,000 compounds, 0.15% hits; inhibition, % at 12.5 µM; Q8C6L5;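 further: 0% = negative control wells and 100% = reference inhibitor with no enzyme activity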
NPYLR7 ag = activates Aedes aegypti NPYLR7 receptor; HEK293T NPYLR7/Galpha15, GCaMP6s calcium fluorescence; activation, % at 10 µM; 270,000 compounds, 0.15% hits; AID 1259423; in the data active means activation above about 40%;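 further: 0% = vehicle and 100% = reference agonist at the receptor; some compounds past the cut are filed as inactive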
* hit, by the source's call; nt = not tested or not shown; & = joins results of further samples. Unless noted, no stated cut-off is given here; in the data, active means inhibition above about 40%; inactive means the rest.

SMILES	hcGAS lum	mcGAS lum	NPYLR7 ag
CCN(CC)C(=O)Cn1cc(S(=O)(=O)CC(=O)Nc2ccc(C(N)=O)cc2)c2ccccc21	-6	-10	-3
Cc1cccc(C(=O)N2C(C(=O)NCc3ccccc3)COC23CCN(C(=O)C2CC2)CC3)c1 (stereo not drawn)	-3	-4	0
CCN1CCc2cc(OC)c(OC)cc2C1C(NC(=O)Nc1ccc(C)cc1)C(C)C (stereo not drawn)	-1	-5	7
CCc1nc2n(n1)C(=O)C(C(c1cccc(OC)c1)N1CCC(C(=O)OC)CC1)S2 (stereo not drawn)	-6	-8	-2
CCCCOC(=O)c1ccc(NC(=O)c2c(-c3ccccc3Cl)noc2C)cc1	-2	-4	-1
O=C(Nc1ccccc1Oc1cccnc1)C1CCCN(Cc2ccoc2)C1 (stereo not drawn)	-6	nt	11
CCOc1ccccc1CN(CC)C(=O)c1c(C)cc(C)n(CC)c1=O	0	-18	5
Cc1ccc(CN(Cc2ccc(F)cc2)CC(O)COc2ccccc2)s1 (stereo not drawn)	2	0	-5
C=CCn1c(SCC(=O)c2ccc3c(c2)CCN3S(=O)(=O)CC)nc2ccccc2c1=O	-8	-6	6
Fc1ccc(-c2noc3c2CN(Cc2ccnc4ccccc24)CC3)cc1F	-9	nt	4
CCCn1c(=O)c(C(=O)NC2CC2)nn(-c2ccc(Cl)cc2)c1=O	-3	-6	0
COc1ccc(Cc2noc(-c3cscn3)n2)cc1OC	-9	nt	11
Cc1c(N=CC=C2N(C)c3ccccc3C2(C)C)c(=O)n(-c2ccccc2)n1C	-5	nt	5
O=C(CSc1nc(=O)n(Cc2ccncc2)c2c1CCC2)N1CCN(c2ccccc2)CC1	-8	-10	-7
Cn1ccsc1=NC(=O)c1ccc2c(c1)C(=O)N(Cc1ccncc1)C2=O	-3	nt	6
COC(=O)c1ccc(/C=C2/SC(=S)N(CC(=O)O)C2=O)cc1	-2	5	-5
O=C1C2CC=CCC2C(=O)N1Cc1cccs1 (stereo not drawn)	-6	0	0
CC(O)CNC(=O)[C@H]1Cc2c([nH]c3ccccc23)CN1 (stereo partly drawn)	-3	nt	0
CC(C)c1cccc(C(C)C)c1NC(=O)Nc1ccc(N2CCCC2)c(C(=O)NC(C)c2ccccc2)c1 (stereo not drawn)	-9	-8	9
c1cnc(N2CCCN(Cc3cc4n(n3)CCNC4)CC2)nc1	-3	nt	10
COc1ccccc1Cc1nc2c(c(N3CCOCC3)n1)CN(C(=O)C(Cl)Cl)CC2	2	1	-17
CC[C@@H](C(=O)[C@@H](C)[C@@H](O)[C@H](C)CCc1ccc(C)c(O)c1C(=O)O)[C@H]1O[C@](CC)([C@H]2CC[C@](O)(CC)[C@H](C)O2)C[C@@H]1C	-6	-5	-4
CC(C)(C)OC(=O)NC(C)(C)C(C)(C)C(=O)NCC(=O)N1CCCC1	-18	-17	2
O=C(CCNc1ccc(-n2ccnc2)cc1[N+](=O)[O-])NCC1COc2ccccc2O1 (stereo not drawn)	-7	nt	-8
CCOC(=O)c1nn(-c2ccc(OC)cc2)c(=O)c2c(NC(=O)Cc3ccccc3)scc12	-4	-8	5
The list goes on:
SMILES	hcGAS lum	mcGAS lum	NPYLR7 ag
CCOC(=O)c1cc(-c2cccc(NC(=O)c3cc(F)cc(F)c3F)c2)n(-c2ccccc2C)n1	-4	-7	28
CCCCCN(CC(=O)Nc1cc(C(C)(C)C)nn1-c1ccc(Cl)c(Cl)c1)C(=O)Nc1cccc(C)c1C	-11	-5	17
COc1cc2c(cc1OC)C(c1ccccc1Cl)N(C(=O)c1cccs1)CC2 (stereo not drawn)	-5	-8	10
COc1cc(Br)cc2cc(C(=O)N3CCN(c4cccc(Cl)c4)CC3)c(=O)oc12	-8	-7	27
CC(NC(=O)CCc1nc2sc3c(c2c(=O)[nH]1)CCCC3)C12CC3CC(CC(C3)C1)C2 (stereo not drawn)	-4	nt	3
COC(=O)[C@@H]1C[C@@H](N(C)C)CN1C(=O)[C@@]12CC[C@@](C)(OC1=O)C2(C)C	-2&-8	-17	2&1
CCCC(C)c1nc(N2CCCN(C(=O)CCC(=O)OCC)CC2)c2cnn(-c3ccccc3)c2n1 (stereo not drawn)	-11	-9	nt
CC1CN(CC(=O)N2CCC3(CC2)OCCO3)CC(C)O1 (stereo not drawn)	-13	nt	6
CCOCCn1c(SCC(=O)OC)nc2c1c(=O)[nH]c(=O)n2C	-1	nt	11
CCN1CC(CNC2CCN(c3cccc(NC(=O)CC4CCCC4)c3)CC2)CC1=O (stereo not drawn)	-7	nt	22
CCN(CCn1cccn1)C(=O)[C@H](O)C1CCCCC1	-4	nt	-1
C=CCn1c(=O)c2c(nc3n(-c4ccc(OC)c(Cl)c4)c(C)c(C)n23)n(C)c1=O	-7	nt	0
CC(/C=C1\N=C(c2cccc(I)c2)OC1=O)=C\c1ccccc1	-8	-7	14
COc1ccc(C(=O)N2CCC(C(=O)Nc3cccc(-c4nnc(C)s4)c3)CC2)o1	-10&-7	nt	3&-4
CCN(CC(=O)NCc1ccccc1F)CC1CCOCC1	-4	-8	25
CCOC(=O)C1(Cc2ccccc2)CCCN(C(=O)c2cnn(CC)c2)C1 (stereo not drawn)	-11	nt	1
CC(CC1=[N+](c2ccccc2)C(C)(O)CS1)=Nc1ccccc1 (stereo not drawn)	-5	nt	0
COc1cc(C=C2SC(=S)N(CCN3CCOCC3)C2=O)ccc1OC(F)F	-12	nt	19
CC(C)(C)c1cc2nc(-c3ccccc3)cc(C(=O)NCc3cccc(C(F)(F)F)c3)n2n1	-8&-3	-8&-6	0&21
CCOc1ccccc1C(=O)NCc1ccc(-c2ncc(-c3cccc(OC)c3)[nH]2)cc1	-2	-5	-5
CC(C)=CCn1ccc2c1CCCC2C(=O)NCC1CCN(C)CC1 (stereo not drawn)	-7	nt	23
COCCOC(=O)C1=C(C)N(C)C(=S)NC1c1cccc(NC(=O)C(C)(C)CCl)c1 (stereo not drawn)	-12	-9	nt
CCOC(=O)c1c(C)[nH]c(N=Nc2ccc3c(c2)OCO3)c1C	-1	nt	-1
Cc1ccccc1OCC(=O)N(CCn1cccn1)c1nc2ccccc2s1	5	3	-18
CC(NC(C)c1nc(N)nc(N(C)C)n1)c1ccccc1 (stereo not drawn)	-2	nt	7
The list continues:
SMILES	hcGAS lum	mcGAS lum	NPYLR7 ag
COCCN(Cc1ccc(OC)c(OS(=O)(=O)c2cccc(C(F)(F)F)c2)c1)C(=O)c1ccc(Br)cc1	-9	-6	nt
Cc1ccc(-c2cc3c(=O)n(Cc4nc(-c5ccc(Cl)cc5)oc4C)ccn3n2)cc1	-3	-7	2
CCc1nc(CSc2ccc(NC(C)=O)cc2)cs1	-5	0	2
Cc1noc(C)c1CCc1nc(-c2ccccc2)no1	-4	nt	16
CCOC(=O)c1nnn(C(CC)C(=O)Nc2ccc(OC)cc2)c1C(=O)OCC (stereo not drawn)	-4	-5	-5
O=C(NCc1nc(C2CC2)no1)c1cc2c(cc1O)CCCC2	1	nt	-1
Cc1ccc2[nH]c3c(=O)n(CCC(=O)N4CCN(c5ccc(Cl)cc5)CC4)cnc3c2c1	-1	0	nt
O=C(c1cn(CCCc2ccccc2)nn1)N1CCCC(c2ccccc2)CC1 (stereo not drawn)	-7	-10	13
COCC(=O)N1CCN(C(C(=O)Nc2cccc(OC)c2)C2CCCC2)CC1 (stereo not drawn)	-5	-5	12
CCN(CC)CCn1c(C)c(C)n2c3c(=O)n(Cc4ccc(F)cc4)c(=O)n(C)c3nc12	-7	-8	0
CCc1ccc(CCC(=O)N2CCC(CCO)C2)cc1 (stereo not drawn)	-1	nt	-1
COc1cc(C=NN=C(N)N)cc(OC)c1O	2	nt	-3
CCCCC(=O)Nc1cc(NC(=O)c2ccncc2Cl)ccc1OC	-1	-18	13
COC(=O)[C@@H](CC(C)C)NC(=O)[C@@H]1C[C@@H](n2nnc(C(N)=O)c2C(N)=O)CCN1C(=O)c1cccn1C	-6	-6	-6
O=C(C(=O)N1CCCCC1CCc1cccc(O)c1)c1cccnc1 (stereo not drawn)	-6	nt	-8
CCN(Cc1noc(CC(C)C)n1)C(=O)c1ccc(NC(C)=O)cc1	-5	-17	5
O=C(CCc1nnc(Cc2ccc(-c3ccccc3)cc2)o1)NC1CCc2ccccc21 (stereo not drawn)	-6&-7	-10&-4	7&1
CCc1cc2c(=O)n(Cc3ccco3)c(SC3CCOC3=O)nc2s1 (stereo not drawn)	-10	nt	11
COc1ccc(-c2ccc(=O)n(CC(N)=O)n2)cc1OC	3	nt	12
Cc1ccc(CN2CCC(CN(C)Cc3cccn3-c3ncccn3)CC2)o1	-2	nt	-5
Cc1cc(O)c(C(c2cccnc2)N2CCC(C)CC2)c(=O)n1Cc1ccco1 (stereo not drawn)	-7	nt	5
O=C(CCC1CCN(Cc2ccoc2)CC1)Nc1ccccc1Cl	-6	nt	5
CO[C@H]1C[C@@H]2C[C@H](c3ccccn3)OC[C@]2(O)[C@@H]1N1CCN(c2cnccn2)CC1	4	-6	-4
Cc1ccc(CNc2nccc(-c3cn(C)nc3C)n2)o1	-6	nt	14
O=C(c1ccno1)N1CCN(c2nc3c(Cl)cccc3s2)CC1	-4	-7	-6
Next part
SMILES	hcGAS lum	mcGAS lum	NPYLR7 ag
O=C(NCc1ccccc1Br)c1cncn1-c1cccc(-c2cccc(OC(F)(F)F)c2)c1	-7	-6	5
CC(C)C(NC(=O)c1ccccn1)c1nnc2n1CCN(C(=O)/C=C/c1cccs1)CC2 (stereo not drawn)	-7	-7	29
Cc1nn(C)c(Cl)c1C(=O)NC(C)c1ccc(-c2ccccc2)cc1 (stereo not drawn)	-5	nt	3
FC(F)(F)c1ccc(COC2CCCNC2)cc1 (stereo not drawn)	-3	nt	28
Cc1cccc[n+]1CC(=O)c1cc2ccccc2oc1=O	-5	-4	6
Cc1[nH]ncc1CNC1CCN(c2cccc(Cl)c2)C1=O (stereo not drawn)	-9	nt	-24
COCC(=O)N1CCc2cc(OC)c(OC)cc2C1c1c(F)cccc1Cl (stereo not drawn)	-5	-8	23
Cc1cccc(CSc2nnc(C(C)N)n2-c2ccc(Cl)cc2Cl)c1 (stereo not drawn)	-4	nt	26
Cc1cc(C)n(CCC(=O)N[C@@H]2C[C@@H]3C[C@H]([C@H]2C)C3(C)C)c(=O)n1	-15&-10	-15	0&6
O=C(NCCC1CC2CCC1C2)NCC1COCCO1 (stereo not drawn)	1	nt	-6
CC(Nc1ccc2c(c1)Cc1ccccc1-2)C(=O)N1CCOCC1 (stereo not drawn)	-13	-6	0
O=C(N1CCCCC1)N1CCN(S(=O)(=O)/C=C/c2ccc(Cl)cc2)CC1	1	nt	-1
OC(Cn1ccnc1-c1ccc(-c2ccccc2Cl)o1)c1cccnc1 (stereo not drawn)	-3&-2	nt	2&11
OC(Cc1ccccc1)CN(Cc1ccco1)Cc1c(-c2ccccc2)noc1N1CCOCC1 (stereo not drawn)	-2	-4	-1
NC1CCCN(c2nc3ccccc3s2)C1 (stereo not drawn)	-5	-12	1
COc1ccc2[nH]c(=O)c(CN3CCCOC(Cn4cccn4)C3)cc2c1 (stereo not drawn)	-5	nt	3
Clc1ccc(Cn2ncc3c(N4CCCCC4)ncnc32)cc1	-6	-6	-1
CCOc1ccc(NC(=O)c2cccnc2NC(C)C)cc1	-5	-6	-8
Cc1noc(C)c1S(=O)(=O)N[C@@H](C)C(=O)NC1CCc2ccccc21 (stereo partly drawn)	-14	nt	-4
COc1ccc(C(=O)CSc2nc(=O)n3cccc(C)c3n2)cc1	-6	nt	11
C=C(C)c1cccc(C(C)(C)NC(=O)Nc2ncccn2)c1	-6	-8	-4
Cc1noc(C)c1S(=O)(=O)NC(C)C(=O)O (stereo not drawn)	-4	nt	-2
O=C(Nc1cc(F)ccc1C(=O)N1CCCCCCC1)c1ccoc1	-8	nt	4
O=C(NC1CC1)c1ccc(-c2cc(-c3ccc(Cl)cc3Cl)[nH]n2)cc1	-9	-7	4
COc1ccc(C(=O)Oc2ccc(-c3nc4ccccn4c3NC3CCCCC3)cc2OC)cc1	-6	-10	2
O=C(C(Cl)=CNc1ccc(SC(F)F)cc1)C(F)(F)F	3	nt	-5
Cc1sc2nc(CSCC(=O)C34CC5CC(CC(C5)C3)C4)[nH]c(=O)c2c1C	-5	nt	7
O=C(NCC1CCCO1)C1CCN(C2CCN(C(=O)/C=C/c3ccccc3)CC2)CC1 (stereo not drawn)	5	0	-3

Structures shown so far with fluorine (13):
SMILES	hcGAS lum	mcGAS lum	NPYLR7 ag
Cc1ccc(CN(Cc2ccc(F)cc2)CC(O)COc2ccccc2)s1 (stereo not drawn)	2	0	-5
Fc1ccc(-c2noc3c2CN(Cc2ccnc4ccccc24)CC3)cc1F	-9	nt	4
CCOC(=O)c1cc(-c2cccc(NC(=O)c3cc(F)cc(F)c3F)c2)n(-c2ccccc2C)n1	-4	-7	28
CCN(CC(=O)NCc1ccccc1F)CC1CCOCC1	-4	-8	25
COc1cc(C=C2SC(=S)N(CCN3CCOCC3)C2=O)ccc1OC(F)F	-12	nt	19
CC(C)(C)c1cc2nc(-c3ccccc3)cc(C(=O)NCc3cccc(C(F)(F)F)c3)n2n1	-8&-3	-8&-6	0&21
COCCN(Cc1ccc(OC)c(OS(=O)(=O)c2cccc(C(F)(F)F)c2)c1)C(=O)c1ccc(Br)cc1	-9	-6	nt
CCN(CC)CCn1c(C)c(C)n2c3c(=O)n(Cc4ccc(F)cc4)c(=O)n(C)c3nc12	-7	-8	0
O=C(NCc1ccccc1Br)c1cncn1-c1cccc(-c2cccc(OC(F)(F)F)c2)c1	-7	-6	5
FC(F)(F)c1ccc(COC2CCCNC2)cc1 (stereo not drawn)	-3	nt	28
COCC(=O)N1CCc2cc(OC)c(OC)cc2C1c1c(F)cccc1Cl (stereo not drawn)	-5	-8	23
O=C(Nc1cc(F)ccc1C(=O)N1CCCCCCC1)c1ccoc1	-8	nt	4
O=C(C(Cl)=CNc1ccc(SC(F)F)cc1)C(F)(F)F	3	nt	-5
